Compound activity: PubChem BioAssay, Icahn School of Medicine at Mount Sinai
ROC1-CUL1 inh: inhibitors of human ROC1-CUL1 ubiquitin ligase activity; E3 ubiquitin-protein ligase RBX1 (Homo sapiens) + Cullin-1 (Homo sapiens), P62877+Q13616; in vitro K48 di-Ub FRET, acceptor:donor ratio, 45 min; inhibition, % at 10 µM; actives 0.6% (n = 140,000); AID 1347404, 2020; in the data active = inhibition above about 25%
Target sequence (P62877 whole entry, looked up): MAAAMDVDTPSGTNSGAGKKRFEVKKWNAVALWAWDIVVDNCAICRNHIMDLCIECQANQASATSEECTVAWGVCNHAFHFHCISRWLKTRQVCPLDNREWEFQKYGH
Target sequence (Q13616 whole entry, looked up): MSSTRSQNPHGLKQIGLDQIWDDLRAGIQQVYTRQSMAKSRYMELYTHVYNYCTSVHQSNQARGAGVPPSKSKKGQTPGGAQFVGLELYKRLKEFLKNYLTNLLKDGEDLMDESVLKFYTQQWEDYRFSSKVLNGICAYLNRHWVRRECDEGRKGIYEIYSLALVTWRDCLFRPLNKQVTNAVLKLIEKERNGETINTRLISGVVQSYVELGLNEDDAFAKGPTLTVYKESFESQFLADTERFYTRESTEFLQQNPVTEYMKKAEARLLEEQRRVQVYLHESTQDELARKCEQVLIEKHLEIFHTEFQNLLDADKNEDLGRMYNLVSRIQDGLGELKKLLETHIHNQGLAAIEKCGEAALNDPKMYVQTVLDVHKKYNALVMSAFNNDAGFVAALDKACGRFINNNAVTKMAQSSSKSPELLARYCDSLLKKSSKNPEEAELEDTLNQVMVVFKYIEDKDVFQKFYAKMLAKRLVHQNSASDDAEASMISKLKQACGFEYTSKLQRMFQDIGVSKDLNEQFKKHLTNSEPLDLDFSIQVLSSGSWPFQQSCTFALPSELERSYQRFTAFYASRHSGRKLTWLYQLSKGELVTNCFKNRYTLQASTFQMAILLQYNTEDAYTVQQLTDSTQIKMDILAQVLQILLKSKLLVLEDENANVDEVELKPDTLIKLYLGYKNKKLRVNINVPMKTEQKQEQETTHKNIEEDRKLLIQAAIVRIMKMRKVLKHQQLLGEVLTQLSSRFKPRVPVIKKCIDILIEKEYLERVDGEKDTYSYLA
Starred values were filed as active, the others as inactive. Only part of the results is shown; rates above refer to the full screens.

SMILES	ROC1-CUL1 inh
Cc1ccc(C)c(Oc2c(C(F)(F)F)oc3c(CN4CCN(C)CC4)c(O)ccc3c2=O)c1	2.3
CCOC(=O)CCCCC(=O)C1NC(=O)N=C1COC(=O)c1ccco1 (stereo unspecified)	7.0
COC(=O)c1ccc(Cl)c(-c2ccc(/C=N/NC(=O)c3cccc(Br)c3)o2)c1	-4.2
COC(=O)c1cc(CNC(=O)C23CC4CC(CC(C4)C2)C3)cc(NC(=O)Cn2cccn2)c1	2.3
COc1cc(OC)c(CN2CCN(C3CCCCC3)C(CCO)C2)c(OC)c1 (stereo unspecified)	2.6
CCOC(=O)c1c(NC(=O)c2cc3n(n2)C(C(F)(F)F)CC(c2ccco2)N3)sc(C)c1C (stereo unspecified)	1.9
Cc1cc(Cl)c(Cl)cc1S(=O)(=O)n1ccnc1	-3.9
O=C(c1ccc2ccccc2c1)c1cnc2ccccc2c1-c1ccccc1	2.6
CCC(Oc1cc(Cl)ccc1Cl)C(=O)N1CCN(C)CC1 (stereo unspecified)	-2.1
Cc1ccc(C)n1NC(=O)C(O)(c1ccccc1)c1ccccc1	1.9

Molecules shown so far that have a Cl atom, in the order listed:
SMILES	ROC1-CUL1 inh
COC(=O)c1ccc(Cl)c(-c2ccc(/C=N/NC(=O)c3cccc(Br)c3)o2)c1	-4.2
Cc1cc(Cl)c(Cl)cc1S(=O)(=O)n1ccnc1	-3.9
CCC(Oc1cc(Cl)ccc1Cl)C(=O)N1CCN(C)CC1 (stereo unspecified)	-2.1

Next structures:
SMILES	ROC1-CUL1 inh
CCOC(=O)c1c(NC(=O)c2cc(C(C)C)on2)sc(C)c1C	-4.9
CCOc1cc(C2C3=C(N=C(C)C2C(=O)OC)c2ccccc2C3=O)c(Br)cc1O (stereo unspecified)	9.4
CCOC(=O)c1c(C)sc2c1N(C(=O)CN(CC)CC)c1cc(Cl)ccc1S2	-1.9
Cc1ccccc1C(=O)Nc1ccc2c(c1)CCCN2C(=O)c1cccs1	-7.5
CCOc1ccc(Cl)cc1/C=C1\SC(=Nc2ccccc2)N(CC2CCCO2)C1=O (stereo unspecified)	7.0
CCOC(=O)N1CCN(C(=O)c2cc(Cn3ccnc3C(C)C)[nH]n2)CC1	-1.2
O=C(Cn1c(C(F)(F)F)nc2ccccc21)NCc1ccco1	3.5
O=c1c2cc(F)ccc2oc2ccc(F)cc12	-1.7
COC(=O)c1c(OCCCc2ccccc2)cc(=O)n2c1CCN(C(=O)c1ccccc1F)CC2	5.2
CN(C)C1CCCCC1=O (stereo unspecified)	-9.5
CCCCCC(=O)NC(=S)Nc1ccc2nn(-c3ccc(CCCC)cc3)nc2c1	-2.9
Cc1cc(C)cc(OCC(=O)NNC(=O)CCN2C(=O)c3ccccc3C2=O)c1	13.3
Cc1oc2ccc(O)c(CN3CCN(C)CC3)c2c1C(=O)Nc1ccccc1	-5.4
CCOC(=O)c1ccccc1NC(=O)CN(c1ccc(C(C)C)cc1)S(C)(=O)=O	0.4
C/C(=N\n1c(-c2ccc(Cl)cc2)n[nH]c1=S)c1ccc(Cl)c(Cl)c1	13.6
CCn1nnc2cc(C(=O)Nc3cccc(C)c3C)ccc21	0.4
Cc1ccc(-c2nnc(Nc3cccc(O)c3)c3ccccc23)cc1S(=O)(=O)N1CCCCC1	2.9
Cc1ccc(NC(=O)c2ccc(N)cc2)cc1C	-6.6
CCn1c(CN2CCC(C)CC2)nc2cc(NC(=O)COc3ccc(Cl)c(C)c3)ccc21	-0.5
COCC(=O)Nc1cc(C(=O)N(C)Cc2cccs2)cc2ncn(CCc3ccccc3)c12	-5.4
COc1ccc(-n2c(-c3ccco3)n[nH]c2=S)cc1	10.0
COc1ccc(Nc2nc(N)nc(N)c2S(=O)(=O)c2ccccc2)cc1	4.7
CCOc1ccc2c(=O)c(-c3ccccc3)c(C(F)(F)F)oc2c1	-0.1
Cc1nn(Cc2ccc(Cl)cc2)c(C)c1NC(=O)c1ccc(-c2ccccc2)cc1	-0.8
CCn1c(/C=C/c2ccc(F)cc2)nc2ccc(I)cc2c1=O	2.1
Nc1cccc(-c2cc(-c3ccccc3)c3c(ccc4ncccc43)n2)c1	5.2
Cn1c(=O)c2c3c(sc2n(CC(=O)c2ccc(Br)cc2)c1=O)COC(C)(C)C3	-5.7
O=C(NCc1ccc(Cl)c(Cl)c1)c1ccc(Br)o1	-8.1
CC(=O)c1cccc(OCc2cc(C(=O)N(CC3CC3)CC3CCCO3)no2)c1 (stereo unspecified)	1.7
CCC1CCc2nc3sc(C(=O)Nc4ccc(C)c(F)c4)c(N)c3cc2C1 (stereo unspecified)	-17.6
O=c1oc2cc3oc4c(c3cc2c(-c2ccccc2)c1-c1ccccc1)CCCC4	15.7
CCC1C2CC(C(C)(C)C)CC=C2C(C#N)C(=N)C1(C#N)C#N (stereo unspecified)	-0.7
COc1ccc(CCNC(=O)c2oc3cc(C)c(C)cc3c2C)cc1OC	5.4
COc1ccc(-n2nnnc2-c2cnc3ccccc3c2-c2ccccc2)cc1	11.2
CN(CCOC(=O)CCc1ccccc1)C(C)(C)C	4.9
COc1ccc(N=Nc2no[n+]([O-])c2-c2ccccc2)cc1	-4.2
Cc1ccc(NC(=O)CCSC2=NCCS2)cc1	-15.7
O=S(=O)(Nc1cccc(I)c1)c1ccccc1	0.3
COc1ccc(C(=O)CC(=O)c2ccc(C)cc2)c(O)c1	-7.7
O=C1OC2(CCCCC2)OC(=O)C1=Cc1ccc(Nc2ccc(F)cc2)o1	4.0
COc1ccc(OC)c(NC(=O)CSc2cn(CC(=O)N3CCOCC3)c3ccccc23)c1	1.9
CN(C)C(=O)c1ccc2c(c1)C1C3CCC(C3)C1C(c1ccccc1)N2 (stereo unspecified)	-3.3
COc1cc2nc(N(C)C)c(CNCCc3ccccc3Cl)cc2c(OC)c1OC	7.5
CCCNC(=O)c1ccc2c(c1)sc1nc(-c3ccc(C)cc3)cn12	-4.5
O=C(Nc1nnc(Cc2ccc(Cl)cc2Cl)s1)c1ccccc1F	-2.0
Cc1cc(C(F)(F)F)nc(SCc2ccc(C(=O)N/N=C/c3ccc(C(C)C)cc3)o2)n1	-1.8
Cc1sc2ncn(CC(=O)Nc3ccc(F)cc3F)c(=O)c2c1S(=O)(=O)N1CCC(C)CC1	-8.1
CCOC(=O)C1C(c2ccc(OC)cc2)=NC(=O)NC1c1cccc(Br)c1 (stereo unspecified)	-7.0
COC(=O)c1ccccc1NC(=O)c1c(C)oc2ncn(C)c(=O)c12	-8.8
N#Cc1ccc(-c2nc3cc(Cl)c(F)cc3[nH]2)cc1	1.0
(list continues)
SMILES	ROC1-CUL1 inh
CC(C)C(=O)Nc1sc2c(c1C#N)CCC(C(C)(C)C)C2 (stereo unspecified)	8.8
Cc1cccc(C(=O)Nc2nc3nc(-c4ccccc4)cc(=O)n3[nH]2)c1	-1.8
CC1=Nc2ncnn2C(c2ccco2)C1C(=O)Nc1cc(Cl)ccc1C (stereo unspecified)	-3.8
O=S(=O)(Oc1ccc2ccccc2c1)c1ccc(Cl)c(Cl)c1Cl	-1.6
Cc1ccccc1-n1c(-c2ccc(Cl)cc2Cl)n[nH]c1=S	1.6
O=C(CS(=O)(=O)c1ccc2ccccc2c1)N1CCCCC1	-0.5
Cc1nn(C)c(C)c1CN(C)C(=O)c1nn2c(C(F)(F)F)cc(-c3cccs3)nc2c1Br	-2.8
CCOc1sc2nc(C)n(CC(=O)Nc3cccc(C)c3)c(=O)c2c1C	0.8
O=C(Cc1ccc(-c2ccccc2)cc1)NCC1CCCO1 (stereo unspecified)	-11.7
Cc1sc2nc(SCC(=O)N3CCOCC3)[nH]c(=O)c2c1C	5.2
COc1cc(/C=C(\C#N)c2nc3ccc(C)cc3[nH]2)ccc1OCc1ccc(C)cc1	3.3
O=C(CN1CCOCC1)N/N=C\c1ccc(OCc2cccc(F)c2)c(Br)c1	-3.4
COc1ccc(NC(=O)c2sc3nc[nH]c(=O)c3c2C)cc1Cl	-18.2
Cn1c(=O)c2ncn(CC(=O)Nc3nc(-c4ccc(Cl)cc4)cs3)c2n(C)c1=O	-10.6
COc1cc(C2Nc3cccc4cccc(c34)N2)cc(Br)c1O	-3.4
CCOC(=O)c1nn(-c2ccc(OCC)cc2)c(C)c1C(C)=O	3.7
CCn1ccnc1CN1CCCC(CCc2ccc(OC)cc2)C1 (stereo unspecified)	4.6
O=C(C1CCCC1)N1CCOc2ccc(CN3CCN(c4ncccn4)CC3)cc2C1	-1.8
COc1cccc(CNC(=O)c2cc3c(=O)n(Cc4cccnc4)ccc3nc2C)c1	-8.5
NS(=O)(=O)c1ccc(-n2cccc2/C=N/N=C/c2cccn2-c2ccc(S(N)(=O)=O)cc2)cc1	9.1
CCOc1ccc(CNC(=O)CN2C(=O)CCn3nc(-c4cn(C)c5ccccc45)cc32)cc1OC	4.5
O=S1(=O)c2ccccc2C2C1C1c3ccccc3S(=O)(=O)C21 (stereo unspecified)	1.1
CCNC(=O)N1CCC(C2CCN(Cc3cccc(F)c3F)CC2)C1 (stereo unspecified)	3.4
COc1cccc(C(=O)NC(c2ccc(Cl)cc2)c2cc(Cl)c3cccnc3c2O)c1 (stereo unspecified)	-1.8
CCOc1cc(C2C3=C(CC(C)(C)CC3=O)OC(=N)C2C#N)ccc1OCc1cccc2ccccc12 (stereo unspecified)	9.3
Cc1noc2ncnc(N3CCCC(C(=O)Nc4cc(F)ccc4F)C3)c12 (stereo unspecified)	-2.3
Cc1c(C(=O)N(Cc2ccc(N(C)C)cc2)CC2CCCO2)oc2ccccc12 (stereo unspecified)	6.7
COc1ccc(Cn2c(SCc3ccc(C(=O)NC4CCCCC4)cc3)nc3cccnc32)cc1	-2.1
Nc1c(C(=O)N2CCc3ccccc3C2)sc2nc(-c3cccnc3)cc(C(F)(F)F)c12	-6.0
COC(=O)c1cc(C)cc(N2CCCC2)c1C(=O)OC	4.9

Part of the list above, set out differently.
| SMILES | ROC1-CUL1 inh |
| --- | --- |
| Cc1nn(C)c(C)c1CN(C)C(=O)c1nn2c(C(F)(F)F)cc(-c3cccs3)nc2c1Br | -2.8 |
| CCOc1sc2nc(C)n(CC(=O)Nc3cccc(C)c3)c(=O)c2c1C | 0.8 |
| O=C(Cc1ccc(-c2ccccc2)cc1)NCC1CCCO1 (stereo unspecified) | -11.7 |
| Cc1sc2nc(SCC(=O)N3CCOCC3)[nH]c(=O)c2c1C | 5.2 |
| COc1cc(/C=C(\C#N)c2nc3ccc(C)cc3[nH]2)ccc1OCc1ccc(C)cc1 | 3.3 |
| O=C(CN1CCOCC1)N/N=C\c1ccc(OCc2cccc(F)c2)c(Br)c1 | -3.4 |
| COc1ccc(NC(=O)c2sc3nc[nH]c(=O)c3c2C)cc1Cl | -18.2 |
| Cn1c(=O)c2ncn(CC(=O)Nc3nc(-c4ccc(Cl)cc4)cs3)c2n(C)c1=O | -10.6 |
| COc1cc(C2Nc3cccc4cccc(c34)N2)cc(Br)c1O | -3.4 |
| CCOC(=O)c1nn(-c2ccc(OCC)cc2)c(C)c1C(C)=O | 3.7 |
| CCn1ccnc1CN1CCCC(CCc2ccc(OC)cc2)C1 (stereo unspecified) | 4.6 |
| O=C(C1CCCC1)N1CCOc2ccc(CN3CCN(c4ncccn4)CC3)cc2C1 | -1.8 |
| COc1cccc(CNC(=O)c2cc3c(=O)n(Cc4cccnc4)ccc3nc2C)c1 | -8.5 |
| NS(=O)(=O)c1ccc(-n2cccc2/C=N/N=C/c2cccn2-c2ccc(S(N)(=O)=O)cc2)cc1 | 9.1 |
| CCOc1ccc(CNC(=O)CN2C(=O)CCn3nc(-c4cn(C)c5ccccc45)cc32)cc1OC | 4.5 |
| O=S1(=O)c2ccccc2C2C1C1c3ccccc3S(=O)(=O)C21 (stereo unspecified) | 1.1 |
| CCNC(=O)N1CCC(C2CCN(Cc3cccc(F)c3F)CC2)C1 (stereo unspecified) | 3.4 |
| COc1cccc(C(=O)NC(c2ccc(Cl)cc2)c2cc(Cl)c3cccnc3c2O)c1 (stereo unspecified) | -1.8 |
| CCOc1cc(C2C3=C(CC(C)(C)CC3=O)OC(=N)C2C#N)ccc1OCc1cccc2ccccc12 (stereo unspecified) | 9.3 |
| Cc1noc2ncnc(N3CCCC(C(=O)Nc4cc(F)ccc4F)C3)c12 (stereo unspecified) | -2.3 |
| Cc1c(C(=O)N(Cc2ccc(N(C)C)cc2)CC2CCCO2)oc2ccccc12 (stereo unspecified) | 6.7 |
| COc1ccc(Cn2c(SCc3ccc(C(=O)NC4CCCCC4)cc3)nc3cccnc32)cc1 | -2.1 |
| Nc1c(C(=O)N2CCc3ccccc3C2)sc2nc(-c3cccnc3)cc(C(F)(F)F)c12 | -6.0 |
| COC(=O)c1cc(C)cc(N2CCCC2)c1C(=O)OC | 4.9 |

Next section.
SMILES	ROC1-CUL1 inh
O=[N+]([O-])c1ccc(C2N(c3ccccc3)CCN2c2ccccc2)s1	-3.7
O=C(CN1CCN(c2ccccc2)CC1)Nc1cc(C(F)(F)F)cc(C(F)(F)F)c1	-4.7
N#CSc1c(N)n[nH]c1-c1ccc(Cl)cc1	-6.0
CC12CCC(C(=O)Nc3c(Cl)cccc3Cl)(C(=O)C1=O)C2(C)C (stereo unspecified)	6.9
CC(NC1CCN(c2cccc(NC(=O)c3cccc(C(F)(F)F)c3)c2)CC1)c1nccs1 (stereo unspecified)	5.5
COc1cc(OC)c(OC)cc1/C=C/C(C)=N\O	-10.6
CCC1CN(S(=O)(=O)c2cc(-c3cc(C)no3)ccc2OC)c2cc(C)ccc2O1 (stereo unspecified)	5.7
CC(C)NC(=S)NC(=O)Cc1ccccc1	1.6
COCCO[C@H]1[C@H](NC(=O)C(C)C)c2ccccc2C12CCN(C(=O)[C@@H](O)c1ccccc1)CC2	7.1
COc1ccc(NC(=O)CNC(=O)Cn2ccc3ccccc3c2=O)cc1OC	3.8
O=S(=O)(c1ccc(Cl)nc1)N1CCN(c2ncccn2)CC1	3.2
O=C(Cn1nnnc1CN1CCCCCC1)NC1CCCN(Cc2ccccc2)C1 (stereo unspecified)	4.5
CCn1cc(CNc2nc3nonc3nc2N(C)C)cn1	7.5
